High-throughput results deposited in PubChem BioAssay by several laboratories.
HDAC3 inhib – human HDAC3 inhibition | inhibition, % at 8.3 µM | actives 0.15% (n = 320,000) | recombinant HDAC3, fluorogenic peptide/trypsin coupled, fluorescence | AID 2718; in the data active = inhibition above about 26%, passing the limit was not always enough
Target sequence (O15379 whole entry, looked up): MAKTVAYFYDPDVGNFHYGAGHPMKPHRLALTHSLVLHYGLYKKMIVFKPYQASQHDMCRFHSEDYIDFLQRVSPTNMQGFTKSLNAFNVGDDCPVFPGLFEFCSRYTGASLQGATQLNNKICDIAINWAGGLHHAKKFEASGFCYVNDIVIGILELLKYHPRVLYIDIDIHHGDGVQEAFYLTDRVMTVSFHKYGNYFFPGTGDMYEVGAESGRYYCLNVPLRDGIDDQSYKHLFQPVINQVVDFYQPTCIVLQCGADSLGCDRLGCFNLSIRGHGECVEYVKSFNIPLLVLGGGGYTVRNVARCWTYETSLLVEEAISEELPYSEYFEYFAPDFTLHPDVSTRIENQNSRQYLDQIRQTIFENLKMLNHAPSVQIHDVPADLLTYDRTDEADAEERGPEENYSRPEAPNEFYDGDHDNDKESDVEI
TRPC6 activator – activators of mouse TRPC6 channel. HEK293-TRPC6 membrane potential dye fluorescence; active compounds read high. B-score at 10 µM. actives 0.13% (n = 310,000). AID 2550;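 active = B-score of the integrated fluorescence ratio above library mean plus 3 SD, and starting fluorescence ratio within library mean plus 5 SD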;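 note: higher score means more depolarization so channel activation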
SKKanGAS inh – SKKanGAS growth inhibition; S. pyogenes SKKanGAS, kanamycin growth, BacTiter-Glo, 6 h; inhibition, % at 7.5 µM; actives 1.3% (n = 300,000); AID 1662;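 active = mean replicate score, as percent of positive control median, at least 50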;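 note: strain carries kanamycin resistance gene driven by streptokinase promoter and grows in 40 µg/ml kanamycin; loss of luminescence reflects streptokinase promoter inhibition or plain growth inhibition; 0% = median of DMSO wells and 100% = positive control at its reference dose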
MrgX1 antagonist – antagonists of human MrgX1 receptor. Q96LB2. AID 588676. actives 1.3% (n = 310,000). MRGX1-HEK293 calcium flux, Fluo-4, BAM8-22 antagonism; active compounds read low. B-score at 10 µM;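 active = calcium-response B-score plate-corrected more than 3 library SD below zero, starting fluorescence within 5 deviations, no agonist response on first addition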;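 note: peak minus trough fluorescence over baseline after final BAM8-22 challenge near maximal dose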
Target sequence (Q96LB2 whole entry, looked up): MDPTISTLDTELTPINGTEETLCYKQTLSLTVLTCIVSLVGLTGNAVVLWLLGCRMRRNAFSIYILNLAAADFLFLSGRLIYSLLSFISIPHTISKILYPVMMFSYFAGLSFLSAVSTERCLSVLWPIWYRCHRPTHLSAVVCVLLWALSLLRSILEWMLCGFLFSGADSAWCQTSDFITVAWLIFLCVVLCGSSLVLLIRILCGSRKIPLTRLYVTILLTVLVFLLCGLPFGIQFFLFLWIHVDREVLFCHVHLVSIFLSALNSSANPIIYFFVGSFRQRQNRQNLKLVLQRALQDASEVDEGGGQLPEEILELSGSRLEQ
RGS4 act – RGS4 potentiation or activation; HEK293 M3R/inducible RGS4, carbachol calcium flux Fluo4; active compounds read low; actives 0.92% (n = 310,000); AID 463111; B-score at 10 µM;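 active = B-score of the integrated calcium signal more than 4 SD below the library mean, with starting fluorescence not abnormally high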;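 note: negative B-score means reduced calcium response which marks RGS4 activation or potentiation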
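Reagent: ECmax carbachol challenge; Test system: M3R-expressing HEK293 line, RGS4 induced by doxycycline; Schedule: overnight RGS4 induction, 30 min dye load 37 °C, 20 min compound RT; Detection: calcium dye Fluo4 fluorescence; Read-out: Agonist-evoked peak-minus-minimum fluorescence over baseline, integrated ratio, B score.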
MrgX1 ag – activates human MrgX1 receptor signaling | actives 0.44% (n = 310,000) | B-score at 10 µM | MrgX1-HEK293 cells, Fluo-4 calcium fluorescence, agonist mode; active compounds read high;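 active = calcium response B-score plate-corrected fluorescence ratio at least 3 library SD, with starting fluorescence B-score inside 5 SD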
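System: HEK293 cells stably expressing human MrgX1 receptor; Dosing: test compound in the initial addition of three; Schedule: overnight plating, then 30 min 37 °C plus 30 min room-temperature dye loading; Detection: kinetic calcium dye fluorescence, Fluo-4 NW; Controls: per-plate positive and negative controls for Z′ factor.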
ANO1 activ – mouse TMEM16A channel activation, primary screen; Q8BHY3; HEK293 TMEM16A/YFP-H148Q/I152L, iodide quench fluorescence; active compounds read low; B-score at 10 µM; actives 0.3% (n = 340,000); AID 623877;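 active = fluorescence-ratio B-score plate-corrected deviation score at least 3 library SD below zero, with starting fluorescence score within 5 deviations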;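 note: channel opened by trigger with iodide after compound preincubation; score built on the fluorescence ratio of max minus min over baseline; more negative score means more quench and so TMEM16A activation or potentiation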
MrgX1 PAM – allosterically activates human MrgX1 receptor signaling | actives 0.63% (n = 310,000) | Q96LB2 | B-score at 10 µM | AID 588675 | MrgX1-HEK293, Fluo-4 calcium flux, FDSS; active compounds read high;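 active = plate-corrected calcium response at least 3 library SD above typical, normal starting fluorescence, not activating the receptor alone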;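 note: compound read alongside a low EC10 to EC30 dose of BAM8-22 agonist; peak minus trough fluorescence over baseline measured at the second addition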
RGS4 block – human RGS4 inhibition. P49798. HEK293 M3R/RGS4 inducible, Fluo-4 calcium flux; active compounds read high; triggered by carbachol at its EC20. B-score at 10 µM. actives 0.45% (n = 310,000). AID 463165;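 active = B-score, a plate-corrected calcium signal, over three deviations above library mean, with baseline fluorescence within five deviations of library mean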;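 note: RGS4 expression induced by doxycycline in cells with stable M3 receptor; B-score is computed from the integrated fluorescence ratio over baseline after carbachol; higher B-score means a larger calcium signal and so more RGS4 inhibition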
Target sequence (P49798 whole entry, looked up): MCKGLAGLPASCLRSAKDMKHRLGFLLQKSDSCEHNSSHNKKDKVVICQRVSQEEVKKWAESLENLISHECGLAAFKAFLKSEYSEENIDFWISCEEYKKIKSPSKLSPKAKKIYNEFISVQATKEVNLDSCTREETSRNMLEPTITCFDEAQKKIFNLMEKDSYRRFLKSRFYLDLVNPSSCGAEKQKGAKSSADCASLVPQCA
ANO1 block – blocks the mouse calcium-activated chloride channel TMEM16A. Q8BHY3. HEK293 TMEM16A/YFP iodide influx fluorescence, ionomycin. normalized B-score (activity score, 25-100; higher = stronger inhibition) at 10 µM. actives 1.2% (n = 310,000). AID 588511;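 active = ratio plate-corrected score three or more library SD toward inhibition, starting fluorescence score within five deviations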;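 note: score derived from kinetic fluorescence span divided by baseline fluorescence per well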
TRPC6 inh – mouse TRPC6 channel inhibition; Q61143; B-score at 10 µM; actives 1.1% (n = 310,000); HEK293-TRPC6, membrane potential dye, ACh-evoked depolarization; active compounds read low;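 active = B-score under library mean minus 3 SD, initial fluorescence not abnormally high, positive integrated signal ratio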;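 note: B-score derived from integrated fluorescence ratio over the kinetic read; more negative B-score means stronger inhibition of depolarization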
The depositor's hits bear a star; i = inactive; nt = not tested or not shown.

smiles,RGS4 act,ANO1 block,RGS4 block,SKKanGAS inh,MrgX1 antagonist,HDAC3 inhib,TRPC6 inh,MrgX1 PAM,MrgX1 ag,ANO1 activ,TRPC6 activator
CC(=O)Nc1cccc(NC(=O)C2CCN(C(=O)c3ccco3)CC2)c1,i,i,i,1,i,1,i,i,i,i,i
COc1cc(NC(=O)CS(=O)(=O)c2ccc(C)cc2)cc(OC)c1OC,nt,i,nt,nt,i,3,nt,i,i,i,nt
O=C(Cn1c(-c2ccccc2)noc1=O)NCc1ccccc1,i,i,i,-1,i,-4,i,i,i,i,i
Cc1cc(C)n(C(=O)CSc2nnc(SCC(=O)n3nc(C)cc3C)s2)n1,i,i,i,-4,i,-7,i,i,i,i,i
CCOc1ccc(NC(=O)CSCc2cnn(-c3ccccc3)c2-n2cccc2)cc1,i,i,i,0,i,1,i,i,i,i,i
O=C(COc1ccc2cc(Br)ccc2c1Br)N1CCOCC1,i,i,i,nt,i,2,i,i,i,i,i
Cc1nnc(SCC(=O)Nc2ccccc2NC(=O)CSc2nnc(C)s2)s1,i,i,i,1,i,11,i,i,i,i,i
CC(=O)Nc1ccccc1OCc1nnc(-c2cccs2)o1,i,i,i,1,i,3,i,i,i,i,i
Cc1cc(NC(=O)Nc2cccc3ccccc23)no1,i,i,i,-3,i,-4,i,i,i,i,i
CCCc1nn(C)c(C(=O)Nc2cccc(CC)c2)c1Cl,i,i,i,-6,i,12,i,i,i,i,i
CN1C(=O)C2(NC(=O)c3ccccc3N2C)c2ccccc21 (stereo not drawn),i,i,i,-12,i,-4,i,i,i,i,i
COc1ccc(Cc2nnc(SCC(=O)Nc3ccccc3C)n(N)c2=O)cc1,i,i,i,-3,i,-1,i,i,i,i,i
O=C(O)CCc1ccc(-c2cccs2)n1NC(=O)c1ccc(O)cc1,i,i,i,14,i,4,i,i,i,i,i
O=c1c2cc(NC(=S)NCc3cccnc3)ccc2nc2n1CCCCC2,i,i,i,4,i,-2,i,i,i,i,i
C/C(CC(=O)NCc1ccc(Cl)cc1)=N\NC(=O)c1ccccc1F,i,i,i,-6,i,0,i,i,i,i,i
O=C(NCC(c1ccc(F)cc1)N1CCOCC1)c1cccnc1Sc1ccccc1Cl (stereo not drawn),i,i,i,0,i,0,i,i,i,i,i
COc1ccc(NC(=S)N2CCCCCC2)cc1OC,i,i,i,-14,i,1,i,i,i,i,i
CCCCCCNC(=O)N1C/C=C\C(c2ccc(OC)cc2)N(Cc2ccc(F)cc2)C(=O)C1 (stereo not drawn),i,i,i,0,i,9,i,i,i,i,i
CN(Cc1ccccc1)c1nc(CN2CCOCC2)nc2scc(-c3ccccc3)c12,i,i,i,40,i,-3,i,i,i,i,i
O=C(O)c1ccc(C(=O)Nc2cccc(NC(=O)C3CCCO3)c2)cc1 (stereo not drawn),i,i,i,5,i,-1,i,i,i,i,i
O=S(=O)(c1ccc(F)cc1)N1CC=C(c2ccccc2)CC1,i,i,i,-11,i,4,i,i,i,i,i
O=C(Nc1nccs1)C12CC3CC(C1)CC(C(=O)Nc1nccs1)(C3)C2,i,i,i,30,i,-2,i,i,i,i,i
O=C(COC(=O)c1cccc(S(=O)(=O)N2CCc3ccccc32)c1)Nc1ncc(Cl)cc1Cl,i,i,i,7,i,-3,i,i,i,i,i
N#Cc1ccccc1Sc1ccccc1C(=O)OCC(=O)N1CCN(C(=O)c2ccco2)CC1,i,i,i,-7,i,4,i,i,i,i,i
CSc1nsc(SCC(=O)Nc2cccc(NC(C)=O)c2)n1,i,i,i,0,i,6,i,i,i,i,i
Cc1cc(N2CCCC(C(=O)Nc3cccc4ccccc34)C2)n2ncnc2n1 (stereo not drawn),i,i,i,0,i,-1,i,i,i,i,i
CC(C)CN1CCN(CCCc2ccccc2)C(CCO)C1 (stereo not drawn),i,i,i,-1,i,-4,i,i,i,i,i
O=C(Nc1ccccc1)Nc1ccc(Cl)c(S(=O)(=O)N2CCOCC2)c1,i,100*,i,-5,-8.1*,1,i,7.7*,i,i,i
COC(=O)c1ccc(Cn2c(C)cc(C)[n+]2C)o1,i,i,i,1,i,6,i,i,i,i,i
COc1ccc(NS(=O)(=O)c2ccc(O)c(C(=O)OCC(=O)NC(C)C3CC4CCC3C4)c2)cc1 (stereo not drawn),i,i,i,21,i,-4,i,i,i,i,i
CCOC(=O)CNc1nc2ccccc2n2c(C)nnc12,i,i,i,-7,i,-1,i,i,i,i,i
COc1ccccc1C1CCN(C(=O)c2cnn(-c3ccccc3)c2C)CC1,i,i,i,3,i,6,i,i,i,i,i
CCOC(=O)C1=C(CSc2nc(-c3ccccc3)ccc2C#N)OC(N)=C(C#N)C1c1ccccc1 (stereo not drawn),i,i,i,31,i,8,i,i,i,i,i
O=C(COc1ccc(Br)cc1)N(Cc1ccccc1)c1ccccn1,i,i,i,-11,i,nt,i,i,i,i,i
Cc1ccc(CNc2nc(C)cs2)cc1,i,i,i,1,i,5,i,i,i,i,i
CC1CCC(NC(=O)CCS(=O)(=O)c2ccc3c(c2)NC(=O)C(C)S3)CC1 (stereo not drawn),i,i,i,-1,i,1,i,i,i,i,i
C/C(=N\NC(=O)c1cc(-c2cccs2)nc2ccccc12)c1ccccn1,i,i,i,90*,i,-16,i,i,i,i,i
CC(c1nc2ccccc2c(=O)[nH]1)N1CCOCC1 (stereo not drawn),i,i,i,-10,i,4,i,i,i,i,i
O=c1c(Cl)c(NCc2ccccc2Cl)cnn1C12CC3CC(CC(C3)C1)C2,i,i,i,5,i,12,i,i,i,i,i
CCCCC#Cc1cncc(C(=O)NN)c1,i,i,i,-1,i,-3,i,i,i,i,i
COCCn1c(SCC#N)nnc1-c1ccccc1,i,i,i,-1,i,-2,i,i,i,i,i
CN(Cc1ccco1)C(=O)C1CCC(=O)N(CCc2cccc(F)c2)C1 (stereo not drawn),i,i,i,-5,i,-2,i,i,i,i,i
CCN(CC)C(=O)CSc1nnc(-c2cccnc2)n1CCc1ccccc1,i,i,i,-1,i,1,i,i,i,i,i
O=[N+]([O-])c1ccc(/C=N/n2c(-c3cccnc3)n[nH]c2=S)cc1,i,i,i,8,i,4,i,i,i,i,i
CC(=O)N/C(=C/c1ccc(OS(=O)(=O)c2ccc(C)cc2)cc1)C(=O)NCCCO,i,i,i,2,i,3,i,i,i,i,i
COc1ccc2[nH]cc(C(=O)CN3CCN(C(=O)c4ccco4)CC3)c2c1,i,i,i,-4,i,6,i,i,i,i,i
Cn1cnc([N+](=O)[O-])c1Sc1ccc(Br)cc1,i,i,i,-17,i,-10,i,i,i,i,i
COc1cccc(N=Nc2c(C)[nH]n(-c3ccccc3)c2=O)c1,i,i,i,2,i,5,i,i,i,i,i
Cc1ccc2cc3c(nc2c1)N(Cc1ccco1)CC3,i,i,i,-4,i,-6,i,i,i,i,i
CCOC(=O)CNC(=O)/C=C/c1ccc2c(c1)OCO2,i,i,i,5,i,-1,i,i,i,i,i

(continued)
smiles,RGS4 act,ANO1 block,RGS4 block,SKKanGAS inh,MrgX1 antagonist,HDAC3 inhib,TRPC6 inh,MrgX1 PAM,MrgX1 ag,ANO1 activ,TRPC6 activator
Cc1nn(CC(=O)N2CCC(C)CC2)c(=O)c2nn(-c3ccccc3)c(C)c12,i,i,i,-2,i,0,i,i,i,i,i
CCCCNC(=O)Cn1cnc2c(cnn2-c2ccc(C)cc2)c1=O,i,i,i,-3,i,-1,i,i,i,i,i
CC(OC(=O)c1cccs1)C(=O)NCc1ccccc1 (stereo not drawn),i,i,i,2,i,nt,i,i,i,i,i
CCC1CCCCN1C(=O)CSc1nnc(-c2c[nH]c3ccccc23)o1 (stereo not drawn),i,i,i,4,i,nt,i,i,i,nt,i
O=C(CSc1cn(CCNC(=O)c2cccs2)c2ccccc12)NCC1CCCO1 (stereo not drawn),i,i,i,-2,i,1,i,i,i,i,i
CC1OC(Oc2c(-c3cc(O)c(O)c(O)c3)oc3cc(O)cc(O)c3c2=O)C(O)C(O)C1O (stereo not drawn),i,nt,i,0,nt,nt,i,nt,nt,i,i
COc1ccc(OC)c(/C=C/C(=O)Nc2ccc3c(c2)CCC3)c1,i,i,i,6,i,2,i,i,i,i,i
CCc1nonc1NC(=O)c1oc2ccccc2c1C,i,i,i,-3,i,0,i,i,i,i,i
O=C(c1ccc(Cn2cc([N+](=O)[O-])cn2)o1)N1N=C(C(F)F)CC1(O)C(F)F (stereo not drawn),i,i,i,4,i,-7,i,i,i,i,i
O=C(CCn1c(=O)sc2ccccc21)Nc1ccon1,i,i,i,-1,i,2,i,i,i,i,i
CC(=O)N1CCc2cc(Br)cc(S(=O)(=O)NCc3ccc(Cl)cc3)c21,i,i,i,14,i,-3,i,i,i,i,i
CCOc1cc(/C=N/NC(=O)C(=O)NCC2CCCO2)ccc1OCC(=O)N1CCOCC1 (stereo not drawn),i,i,i,-2,i,7,i,i,i,i,i
Oc1cccc(/C=N/Nc2cc(N3CCCC3)nc(N3CCCC3)n2)c1,i,i,i,3,i,12,i,i,i,i,i
CC1=NNC(=O)/C1=C\c1cn(-c2ccccc2)nc1-c1ccccc1,-11*,i,i,nt,i,4,i,i,i,i,i
CCCC(=O)NC(c1ccc(OCC)cc1)c1ccc(OC)c(OC)c1 (stereo not drawn),i,i,i,4,i,6,i,i,i,i,i
CN(C)N1C(N)=C(C#N)C(c2ccccc2Cl)C2=C1CCCC2=O (stereo not drawn),i,i,i,-5,i,8,i,i,i,i,i
COc1ccc(C(=O)c2c3ccccc3[n+]([O-])n2CCCN)cc1,i,i,i,8,i,0,i,i,i,i,i
